CHO-K1 Ca PAM: nonselective activator or artifact in parental CHO-K1 calcium assay | ATP EC20, Fluo-8 calcium fluorescence; 0% at ATP EC20, 100% at ATP max | hit rate 0.02% among 360,000 | AID 602247 | activation, % at 3 µM;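 active = activation above the run cutoff, the mean activation of all test compounds plus 3 SD, cut at about 40% in these data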;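 note: peak over basal fluorescence ratio in a 140 s read after ATP addition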
CHRM5 PAM: CHRM5 positive allosteric modulation; CHO-K1 hM5, Fluo-8 calcium, ACh EC20 PAM; 0% = ACh EC20, 100% = ACh EC100; P08912; activation, % at 3 µM; hit rate 0.3% among 360,000;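 active = activation above the run cutoff, the mean activation of all test compounds plus 3 SD, cut at about 18% in these data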
Target sequence (P08912 whole entry, looked up): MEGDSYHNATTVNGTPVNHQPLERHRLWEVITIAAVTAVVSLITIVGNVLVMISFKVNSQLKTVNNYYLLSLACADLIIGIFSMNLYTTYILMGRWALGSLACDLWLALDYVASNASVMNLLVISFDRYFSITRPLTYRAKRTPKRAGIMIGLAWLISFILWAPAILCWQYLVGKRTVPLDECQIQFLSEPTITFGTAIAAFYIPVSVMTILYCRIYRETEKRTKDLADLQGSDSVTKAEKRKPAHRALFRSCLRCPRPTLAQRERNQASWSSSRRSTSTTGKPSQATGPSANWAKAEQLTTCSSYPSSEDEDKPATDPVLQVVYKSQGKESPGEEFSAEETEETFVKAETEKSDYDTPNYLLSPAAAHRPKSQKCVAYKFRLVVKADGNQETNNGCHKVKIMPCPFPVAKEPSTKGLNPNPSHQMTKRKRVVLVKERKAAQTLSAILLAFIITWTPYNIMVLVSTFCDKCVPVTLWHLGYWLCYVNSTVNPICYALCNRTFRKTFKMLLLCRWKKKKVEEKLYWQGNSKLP
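System: CHO-K1 hM5 cells. Reagent: acetylcholine, EC20 level. Compound dosing: single dose, 3 µM nominal final test concentration. Timing: Post-acetylcholine fluorescence recording 140 s. Detection: Fluo-8 calcium fluorescence. Read-out: % activation, ACh-normalized. Benchmarks: ACh EC20 and EC100 wells. Repeats: singlicate, one well per test compound.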
CRFBP-R2 agonist: CRF-BP/CRF-R2 complex agonism; HEK293 CRF-R2/CRF-BP, calcium dye fluorescence (FLIPR); percent of saturating CRF peptide response; hit rate 0.46% among 350,000; activation, % at 13.2 µM;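 active = activation of at least 50%, plus an integration ratio under a set limit after plate pattern correction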;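 note: plate controls were neutral control wells without compound for no effect and CRF at EC100 for full effect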
TAAR1 antag: human TAAR1 antagonism. Q96RJ0. CHO RD-HGA16 TAAR1, Fluo-8 calcium fluorescence, antagonist. inhibition, % at 3 µM. hit rate 1.5% among 360,000;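 active = inhibition above a per-plate cutoff, the mean inhibition of test compounds on that plate plus 3 SD, cut at about 49% in these data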;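 note: 0% = DMSO plus EC80 beta-PEA response and 100% = DMSO alone without agonist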
Target sequence (Q96RJ0 whole entry, looked up): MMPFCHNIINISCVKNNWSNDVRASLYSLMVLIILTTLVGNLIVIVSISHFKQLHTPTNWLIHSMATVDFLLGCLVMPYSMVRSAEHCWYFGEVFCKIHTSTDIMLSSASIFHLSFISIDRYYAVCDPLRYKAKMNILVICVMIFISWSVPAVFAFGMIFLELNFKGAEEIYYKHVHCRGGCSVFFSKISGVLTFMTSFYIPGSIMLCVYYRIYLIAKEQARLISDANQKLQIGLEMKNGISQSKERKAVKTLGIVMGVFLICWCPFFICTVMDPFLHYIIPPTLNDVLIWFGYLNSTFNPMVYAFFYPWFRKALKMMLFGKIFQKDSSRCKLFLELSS
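System: RD-HGA16 CHO cells with stable hTAAR1 and Gα16 | Probe or stimulus: EC80 β-phenethylamine stimulus | Dosing: 3 µM, single point | Times: Dye loading 75 min at 37 °C, then 30 min room temperature | Measured by: Fluo-8 calcium-sensitive fluorescence | Read-out basis: % inhibition of agonist calcium response | Replicates: n of 1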
CRFR2-BP antag: blocks CRF-induced signaling of the CRF-BP/CRF-R2 complex; inhibition, % at 11.8 µM; HEK293 CRF-R2/CRF-BP, CRF-induced calcium fluorescence; hit rate 0.59% among 350,000;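 active = inhibition of the ligand-induced calcium signal above about 50% at the single tested concentration, limit read from the data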
TAAR1 ag: human TAAR1 agonism. Q96RJ0. CHO RD-HGA16 TAAR1, Fluo-8 calcium fluorescence; vehicle wells 0%, saturating PEA agonist 100%. activation, % at 3 µM. hit rate 0.99% among 360,000. AID 624467;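 active = activation above the mean activation of all test compounds in the run plus 3 SD, cut at about 38% in these data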
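Repeats: no replicates (n 1) | Material: CHO-derived RD-HGA16 cells with stable Gα16 and human TAAR1 | Technique: Kinetic Fluo-8 calcium fluorescence | Schedule: 17-24 h seeding, 75 min 37 °C dye, 30 min RT | Evaluation: % activation from peak over basal fluorescence ratio, DMSO-to-PEA scaled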
M4 PAM: CHRM4 positive allosteric modulation; hit rate 0.4% among 360,000; CHO-K1 hM4/Gqi5, Fluo-8 calcium fluorescence, ACh EC20; 0% = ACh EC20, 100% = maximal ACh; activation, % at 3 µM;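 active = activation above its plate's cutoff, the mean activation of sample wells plus 3 SD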; note: some results filed as inactive read as strong as hits
M5 antag: antagonists of human muscarinic M5 receptor (CHRM5); P08912; CHO-hM5 cells, Fluo-8 calcium fluorescence, ACh EC80; inhibition, % at 3 µM; hit rate 0.59% among 360,000; AID 624040;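 active = inhibition above a per-plate cutoff, the mean of that plate's test compounds plus 3 SD, cut at about 27% in these data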;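 note: 0% = acetylcholine EC80 with DMSO and 100% = DMSO without agonist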
M5 ag: CHRM5 agonism in calcium assay; CHO-K1 hM5 cells, Fluo-8 calcium fluorescence; 0% DMSO wells, 100% maximal acetylcholine response; activation, % at 3 µM; hit rate 0.19% among 360,000; P08912;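 active = activation above the run's mean over test compounds plus 3 SD, cut at about 23% in these data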;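 note: signal is peak over basal fluorescence ratio across the kinetic read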
* hit, by the source's call; . = not tested or not shown; & = joins results of further samples. No enrichment for hits; any-hit rate near 4.2%.

Fields: CRFR2-BP antag	M4 PAM	M5 antag	CRFBP-R2 agonist	M5 ag	CHO-K1 Ca PAM	TAAR1 ag	TAAR1 antag	CHRM5 PAM
CC1(C)CCC(C)(C)NC(=S)N1
→ -23&-4	2&9	4&5	-4.2&-1.2	1&-2	16&22	1&5	-28&-11	-1&2
CSc1ccc(CCNC(=O)CCc2nnc3ccc(NCCCN4CCCC4=O)nn23)cc1
→ 6	3	-5	-0.7	-4	7	0	-2	5
COC(=O)c1sc(NC(=O)C(C)c2ccccc2)nc1C (stereo unspecified)
→ -18	-4	3	-0.7	-1	7	2	5	-7
CN(C(=O)COC(=O)c1ccc(S(=O)(=O)N2CCOCC2)cc1)C1CCCCC1
→ 8	-6	0	-2.1	0	10	1	-6	5
CCOC(=O)c1ccc(COC(=O)CNC(=O)CNC(=O)c2ccc(OC)cc2)o1
→ -6	10	-3	-2.3	-1	15	0	8	5
COCCCNc1ncnc2ccc(C)cc12
→ 15	-4	0	-1.6	5	7	5	-6	-13
Cc1ccc(/C=N/NC(=O)CSc2nc3ccccc3[nH]2)o1
→ 8	0	18	-1.1	-1	3	16	-4	-4
COc1ccc(C)cc1N(CC(=O)Nc1cccnc1)S(=O)(=O)c1ccccc1
→ -15	-7	29*	0.1	2	15	6	9	-18
COC(=O)c1ccc(NC(=O)C2CCCN2C(=O)Nc2cccc(C(C)=O)c2)cc1 (stereo unspecified)
→ 6	-3	12	-0.5	-2	19	-1	-11	-3
CC(C)(C)c1nnc2sc(SCC(=O)N3CCCCC3)nn2c1=O
→ -9	-5	11	-1.6	2	23	2	-23	-6
CC(NC1CCCC1)C(=O)Nc1ccccc1-c1ccccc1 (stereo unspecified)
→ 6	1	-5	-0.5	-7	14	13	-4	-10
COc1ccc(C(=O)N=S2CCN(C(=O)c3ccc(Cl)cc3)CC2)cc1
→ 3	5	9	-0.4	0	1	0	-16	2
CCOc1ccc(NC(=O)CC2NCCNC2=O)cc1 (stereo unspecified)
→ 18	7	-2	-0.9	-1	8	1	-16	1
Cc1ccc(S(=O)(=O)C2(C(=O)N3CCN(c4ccccc4F)CC3)CC2)cc1
→ -4	-3	13	-3.3	-1	-2	4	-27	-3
COC(=O)COc1ccc(S(=O)(=O)Nc2ccc(C(N)=O)cc2)cc1
→ -3	3	-5	-2.4	0	15	7	-1	3
CCOc1cc(C=NNC(=O)N(c2ccccc2)c2ccccc2)ccc1O
→ .	-1	1	.	-3	9	.	.	-4
COc1ccc(N=C2SCC(c3ccc(C)cc3)=NN2CCO)cc1
→ 5	0	-4	-0.3	-12	8	1	15	-1
COc1ccc(Cc2nnc(SCC(=O)c3c(N)n(C4CC4)c(=O)[nH]c3=O)o2)cc1
→ 5	2	-9	0.3	8	11	1	-12	4
Cc1c(C(=O)N2CCN(C)CC2)oc2c1C(=O)CC(C)(C)C2
→ 6	6	-16	2.3	4	6	7	-4	17
O=C(NCCN1CCOCC1)C(=O)NCc1ccc2c(c1)OCO2
→ 9	2	-7	-0.6	-1	12	1	-2	-1

More structures follow.
Fields: CRFR2-BP antag	M4 PAM	M5 antag	CRFBP-R2 agonist	M5 ag	CHO-K1 Ca PAM	TAAR1 ag	TAAR1 antag	CHRM5 PAM
Cc1cc(=O)oc2c1c(C)nn2-c1cccc(Cl)c1
→ 49	4	2	-0.9	0	-10	-2	-7	10
Cc1ccc(NC(=O)/C=C/c2cccs2)c([N+](=O)[O-])c1
→ -14	-3	0	-1.1	-1	16	17	2	0
CCOc1ccccc1CNC(=O)C1CCN(C(=O)N2CC(C)Oc3ccc(C)cc32)CC1 (stereo unspecified)
→ -16	-8	6	-0.5	2	13	7	34	-7
Cc1nnc(NC(=O)CCSCCC(=O)Nc2nnc(C)s2)s1
→ 6	4	-2	0.5	-1	16	2	-3	-6
OC(COCc1ccc2c(c1)OCO2)CN1CCC(Cc2ccccc2)CC1 (stereo unspecified)
→ -14	-16	0	-0.7	-15	3	6	-22	1
Cc1ccc(N2CCN(C(=O)C(=O)c3cccc(Br)c3)CC2)cc1
→ .	8	6	.	-1	.	-2	-8	-1
O=C(CCN1C(=O)S/C(=C\c2ccccc2)C1=O)N1CCCCC1
→ 8	-10	15	0.2	3	1	1	7	-9
Cc1ccc(C2(c3ccc(C)cc3)NC(=O)N(Cc3c(C)noc3C)C2=O)cc1
→ -28	-1	4	0.6	-3	-1	14	6	-7
Cc1cc2n(n1)C(c1ccsc1)Nc1ccccc1-2 (stereo unspecified)
→ 2	6	-2	1.0	-3	2	9	-12	-4
CCNC(=O)COn1c(SCC(=O)NCC)nc2ccccc2c1=O
→ 4	-1	-5	-0.4	0	9	5	-10	3
O=C(NCc1cccc(Cl)c1)c1ccc(-c2cccnc2)c2ccoc12
→ .	-5	2	.	0	-5	3	19	-8
Cc1ccccc1NC(=O)c1cc(S(=O)(=O)N2CCCCC2)cs1
→ 3	1	-4	1.2	1	21	11	-4	5
CNC(=O)CSc1nnc(-c2ccccn2)n1Cc1ccco1
→ 1	12	2	0.1	-1	18	2	-11	5
Cc1cc(C)cc(C(=O)NC(CC(N)=O)c2ccc(N3CCC(Br)CC3)c([N+](=O)[O-])c2)c1 (stereo unspecified)
→ 4	2	0	-1.8	4	10	8	-12	-5
CC(NS(=O)(=O)c1ccc(Cl)c(Cl)c1)C(=O)OCC(=O)Nc1ccc2c(c1)OCO2 (stereo unspecified)
→ 4	-8	10	0.2	1	-11	4	26	-10
Cc1nc2ncnn2c(C)c1Cc1c(Cl)cccc1Cl
→ 4	-3	5	-1.3	-10	11	9	0	-2
O=C(NCC1CCCO1)c1cnc(Cl)c(Cl)c1 (stereo unspecified)
→ -10	-3	-4	2.3	-2	6	1	5	3
c1ccc(OCc2nc(-c3ccncc3)no2)cc1
→ -1	2	1	0.4	0	2	1	-7	2
CC12C(=O)N(CCC(=O)O)C(=O)C1C1C=CC2C1 (stereo unspecified)
→ -3	11	-2	1.1	0	-3	2	-23	1
CCOc1ccc(N2C(=O)Nc3ccc(Br)cc3C2(O)C(=O)NC(C)C)cc1 (stereo unspecified)
→ 3	10	8	0.6	-2	2	-1	4	1

Entries listed so far printed as active in M5 antag.
SMILES | CRFR2-BP antag | M4 PAM | M5 antag | CRFBP-R2 agonist | M5 ag | TAAR1 antag
COc1ccc(C)cc1N(CC(=O)Nc1cccnc1)S(=O)(=O)c1ccccc1 | -15 | -7 | 29* | 0.1 | 2 | 9

3 entries from above, arranged by molar mass, highest first.
Fields: CRFR2-BP antag	M4 PAM	M5 antag	CRFBP-R2 agonist	M5 ag	CHO-K1 Ca PAM	TAAR1 ag	TAAR1 antag	CHRM5 PAM
CCNC(=O)COn1c(SCC(=O)NCC)nc2ccccc2c1=O
→ 4	-1	-5	-0.4	0	9	5	-10	3
Cc1ccc(NC(=O)/C=C/c2cccs2)c([N+](=O)[O-])c1
→ -14	-3	0	-1.1	-1	16	17	2	0
Cc1cc2n(n1)C(c1ccsc1)Nc1ccccc1-2 (stereo unspecified)
→ 2	6	-2	1.0	-3	2	9	-12	-4

Carrying on.
Fields: CRFR2-BP antag	M4 PAM	M5 antag	CRFBP-R2 agonist	M5 ag	CHO-K1 Ca PAM	TAAR1 ag	TAAR1 antag	CHRM5 PAM
CCCCC/C(=N\NC(=O)CCC(=O)NCc1ccccc1)c1ccccc1
→ -16	2	7	-5.3	-1	24	-2	-23	-6
Cc1cc(Br)ccc1NC(=O)CNC(=O)CNc1cccc([N+](=O)[O-])c1
→ 20	0	6	2.0	-6	11	2	-9	-16
Cc1nc(CNC(=O)C2CCC(=O)N(CCc3ccc(Cl)cc3)C2)sc1C (stereo unspecified)
→ 12	-2	3	-4.9	0	0	1	-14	5
Cc1ccc(S(=O)(=O)NCCC(=O)OCc2ccc([N+](=O)[O-])cc2)cc1C
→ 21	-7	13	-0.5	5	-11	1	50*	-16
O=S(=O)(c1ccccc1)N1CCN(c2cccc(Cl)c2)CC1
→ -15	-4	2	0.8	-5	11	3	-14	2
S=c1sscc1-c1ccccc1
→ -3	4	9	-0.2	-5	24	-1	11	2
O=C(COC(=O)c1c(F)cccc1F)Nc1ccc(N2CCCCC2)cc1
→ 3	4	7	-0.1	-5	7	0	-1	4
Cc1ccc(S(=O)(=O)NC(=O)C2(C)CCN2C(=O)Cc2cccs2)cc1 (stereo unspecified)
→ .	3	-4	.	0	22	1	-13	2
COc1ccc(N=Cc2sc3ccccc3c2Cl)cc1
→ 25	-4	-1	5.6	2	-7	23	-19	-4
COc1ccc(N2CCN(C(=O)c3ccc(NS(=O)(=O)c4ccc(F)cc4)cc3)CC2)cc1
→ 28	-3	-1	-1.7	6	11	5	22	-8
COc1ccc(-c2nnc(SCC(=O)NC3CCCCC3)o2)cc1
→ 2	-1	6	-0.1	-3	6	0	6	12
FC(F)(F)c1cnc(Sc2nc3nccc(-c4ccc(Cl)cc4)n3n2)c(Cl)c1
→ 9	4	-3	2.1	2	19	11	-21	-2
Cc1cccc(CN2C(=O)[C@H]3Cc4c([nH]c5ccccc45)C(C)(C)N3C2=O)c1
→ -18	-3	6	2.1	2	-4	10	60*	2
COc1ccc(NC(=O)c2cc(OC)c(OC)c(OC)c2)cc1S(=O)(=O)N1CCCCC1
→ -7	-2	9	-2.8	2	11	1	-18	0
O=C(CN(c1ccccc1F)S(=O)(=O)c1ccccc1)NC1CCCCCC1
→ 10	2	-1	-5.2	-1	20	.	.	-3
CCOC(=O)c1cc(C#N)c(N2CCN(c3ccccn3)CC2)nc1-c1ccccc1
→ 54*	-6	-9	6.5	6	-9	-1	16	13
O=C(N/N=C/c1ccc(O)cc1)c1cncc(Br)c1
→ -5	-3	8	-0.6	-1	4	9	-20	-5
CC(C)(C)c1nnc(NC(=O)CCS(=O)(=O)Cc2ccccc2)s1
→ 4	-3	7	-1.1	-2	12	2	-11	3
